Screening results (PubChem BioAssay)
CR mimetic SO: yeast age-related superoxide inhibition as caloric restriction mimetic; AID 2690; hit rate 0.18% among 330,000; S. cerevisiae aged cells, superoxide DHE fluorescence; stronger effect = lower value; superoxide response (% of plate mean), % at 10 µM;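 active = superoxide response under a set limit, about three screen SD below normal, cut at about 65% in these data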;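 also: yeast aged for seven days with compound at 30 °C before DHE staining; 100% = average MFI of all compound-treated wells on the plate with controls excluded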
LAP4 TOR yeast: yeast TOR pathway LAP4-GFP modulation; S. cerevisiae LAP4-GFP multiplex, flow cytometry GFP, 3 h; median GFP as percent of DMSO wells; GFP response vs DMSO, % at 10 µM; hit rate 0.34% among 320,000; AID 2023;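 active = GFP response vs DMSO above a set limit, about the screen mean plus 3 SD, cut at about 150% in these data; inconclusive = under 70 cell events counted for the yeast strain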
CIT2-GFP yeast: yeast TOR pathway CIT2-GFP modulation. hit rate 0.065% among 320,000. GFP response vs DMSO, % at 10 µM. S. cerevisiae CIT2-GFP strain, flow cytometry, 3 h; 100 means same as DMSO wells. AID 2029;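 active = GFP response relative to DMSO above a set limit, near the screen mean plus 3 SD, cut at about 150% in these data; inconclusive = Fewer than 70 cells measured for a yeast strain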;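 also: ratio of well median GFP fluorescence to mean of DMSO wells on the plate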
RPL19A TOR yeast: modulators of TOR pathway RPL19A-GFP in S. cerevisiae; hit rate 0.3% among 330,000; percent response vs DMSO, % at 10 µM; S. cerevisiae RPL19A-GFP strain, flow cytometry, 3 h; stronger effect = lower value;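 active = percent response vs DMSO below 50%; inconclusive = fewer than 70 events counted for the yeast strain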;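 also: median channel GFP fluorescence of the barcoded RPL19A-GFP strain; ratio of sample median GFP to plate DMSO average so 100% = DMSO; lower means less RPL19A-GFP as with rapamycin TOR inhibition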
MEP2 TOR yeast: modulators of TOR pathway MEP2-GFP in S. cerevisiae | GFP response vs DMSO, % at 10 µM | S. cerevisiae MEP2-GFP strain, flow cytometry GFP, 3 h; 100% = DMSO control level | hit rate 0.51% among 330,000;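 active = GFP response versus DMSO above a set limit, roughly screen mean plus 3 SD, cut at about 180% in these data; inconclusive = fewer than 70 cells counted for a yeast strain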;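 also: median GFP fluorescence of the barcode-gated MEP2-GFP cells per well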
Efflux pump mplx: inhibitors of Candida antifungal efflux pumps expressed in yeast; S. cerevisiae Candida pump triplex, Nile Red efflux; inhibition, % at 10 µM; hit rate 0.44% among 330,000; AID 485275;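 active = plate passing quality check with inhibition over a set limit, or well fluorescence over plate mean plus 4 SD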;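 also: Nile Red retained in pooled yeast measured as flow cytometry median fluorescence; 0% = buffer negative control and 100% = Enniatin B positive control; higher means more Nile Red kept so more efflux inhibition; some compounds called inactive have numbers as strong as hits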
AHR activator: human AHR activation | P35869 | AHR-responsive luciferase reporter cells, luminescence | activation, % at 5 µM | hit rate 2.5% among 320,000 | AID 2796; in the data active = activation above about 47%;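 also: 0% = vehicle wells and 100% = reference agonist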
Target sequence (P35869 whole entry, looked up): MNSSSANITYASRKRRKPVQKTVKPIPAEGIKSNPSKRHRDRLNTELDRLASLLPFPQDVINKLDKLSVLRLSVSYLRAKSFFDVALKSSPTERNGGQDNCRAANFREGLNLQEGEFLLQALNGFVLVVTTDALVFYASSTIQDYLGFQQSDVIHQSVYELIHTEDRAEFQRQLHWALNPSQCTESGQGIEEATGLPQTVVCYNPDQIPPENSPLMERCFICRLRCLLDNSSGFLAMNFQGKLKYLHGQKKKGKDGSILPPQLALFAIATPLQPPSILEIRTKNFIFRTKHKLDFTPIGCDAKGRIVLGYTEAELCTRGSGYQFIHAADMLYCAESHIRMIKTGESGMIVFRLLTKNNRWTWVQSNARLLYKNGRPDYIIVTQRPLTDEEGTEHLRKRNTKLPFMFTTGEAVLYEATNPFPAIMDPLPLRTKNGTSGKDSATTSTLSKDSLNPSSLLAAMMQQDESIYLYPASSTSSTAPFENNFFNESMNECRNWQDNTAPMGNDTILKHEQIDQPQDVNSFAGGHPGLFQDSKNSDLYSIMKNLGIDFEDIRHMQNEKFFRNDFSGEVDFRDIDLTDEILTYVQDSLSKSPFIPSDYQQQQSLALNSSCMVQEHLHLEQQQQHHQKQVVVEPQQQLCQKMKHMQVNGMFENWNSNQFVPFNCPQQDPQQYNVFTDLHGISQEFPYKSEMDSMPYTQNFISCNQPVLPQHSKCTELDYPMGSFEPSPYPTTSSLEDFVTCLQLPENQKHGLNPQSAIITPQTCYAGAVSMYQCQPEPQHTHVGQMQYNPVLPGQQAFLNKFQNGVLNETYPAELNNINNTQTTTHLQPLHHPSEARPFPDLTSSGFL
AGP1 TOR yeast: modulators of TOR pathway AGP1-GFP in S. cerevisiae | S. cerevisiae AGP1-GFP multiplex flow cytometry, 3 h; GFP as percent of DMSO wells | GFP response vs DMSO, % at 10 µM | hit rate 0.02% among 320,000;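 active = GFP response relative to DMSO above a set limit, near screen average plus 3 SD, cut at about 150% in these data; inconclusive = fewer than 70 cells counted for the yeast strain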;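 also: median GFP channel fluorescence of the gated AGP1 strain per well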
* hit, by the source's call; ? = inconclusive; / = not tested or not shown; [ ] = dose if it differs, or a comment.

SMILES	CR mimetic SO	LAP4 TOR yeast	CIT2-GFP yeast	RPL19A TOR yeast	MEP2 TOR yeast	Efflux pump mplx	AHR activator	AGP1 TOR yeast
CCOc1ccc(C(=O)CCC(=O)NCC(=O)OCc2ccccc2)cc1OCC	107	92	82	88	95	-0.1	3	85
CCOc1ccc(-n2c(O)cc(=O)[nH]c2=O)cc1	100	103	98	95	105	-0.1	0	101
C=CCN1c2ccccc2[C@]23C[C@@H](C(=O)OC)N=C2NC(C(=O)OC)=C(C(=O)OC)[C@H]13	95	109	66	92	94	0.1	1	75
CCOC(=O)c1ccc(N=C2SC(C(=O)NC)CC(=O)N2CCc2ccccc2)cc1 (configuration not stated)	101	106	91	92	91	0.0	2	102
Cc1ccc(NC(=O)Cn2ccsc2=N)cc1S(=O)(=O)N(C)C	114	101	112	105	112	0.0	-1	108
C=CCn1c(SCc2cccc(F)c2)nc2cc(C(=O)N3CCC(C(N)=O)CC3)ccc2c1=O	83	96	83	96	111	-0.2	-2	94
CCOC(=O)c1ccc(NC(=O)Cn2cc3c(n2)CCC(C)C3)cc1 (configuration not stated)	83	106	107	110	108	-0.1	-1	112
Cc1cccc(C(=O)N/N=C/c2coc3ccccc3c2=O)c1	99	97	94	107	96	-0.1	4	92
CC(NC(=O)/C(C#N)=C/c1ccc(OCC(=O)O)cc1)c1ccccc1 (configuration not stated)	123	82	100	103	107	0.7	0	94
Cc1c(C(=O)N2CCN(c3ncccn3)CC2)sc2nc3n(c(=O)c12)CCCC3	109	112	102	101	102	0.1	-5	108
COc1ccc(N=C2NC(=O)/C(=C\c3ccco3)S2)cc1	90	109	97	107	104	1.2	13	92
Cc1cccc(CCNCc2c(C(=O)O)c(C)n(-c3ccccc3)c2C)c1	118	98	100	104	105	0.1	2	102
CC(=O)OC(C(=O)NC1CCCCC1)c1ccc(Cl)cc1 (configuration not stated)	106	101	92	97	93	0.3	1	96
Cc1cc(NC(=O)CCC(=O)N(c2ccccc2)C(C(=O)NC2CCCC2)c2ccccc2C)no1 (configuration not stated)	130	89	100	100	96	0.3	0	101
CC(C)N=C1CC(C)(C)CC(=O)/C1=C(/O)CCCN1C(=O)c2ccccc2C1=O	119	93	105	106	111	0.1	-1	107
CC1CCN(S(=O)(=O)c2ccc(Cl)cc2)CC1	88	101	96	99	100	0.3	0	97
Cc1cc(S(=O)(=O)Nc2ccc(C(=O)NCC3CCCO3)cc2)ccc1F (configuration not stated)	88	92	105	102	102	0.1	-1	100
CC1CC(OCC(O)CN2CCN(Cc3ccccc3)CC2)CC(C)(C)C1 (configuration not stated)	91	97	107	95	107	-0.1	1	/
CC(C)C(=O)c1c(C(C)C)nn2ccccc12	103	98	74	98	99	-0.1	-2	80
O=C(NCCC1CCCCN1S(=O)(=O)c1ccccc1)C(=O)NCc1ccncc1 (configuration not stated)	103	106	94	96	100	0.0	6	99
O=C1/C(=C\c2ccc3ccccc3c2)CCCc2ccccc21	87	101	90	101	106	0.1	4	99
COCCNC(=O)CSCc1nc(-c2ccc(SC)cc2)oc1C	103	95	89	98	100	0.0	-5	101
CCCCc1nnc(NC(=O)C2CC(=O)N(Cc3ccccc3)C2)s1 (configuration not stated)	91	108	103	101	105	0.0	1	108
CCN(CC)CCNC1=CC(=O)OC12CCCCC2	115	99	108	98	104	0.1	-1	105
CCc1cccc(CC)c1C(OC(C)=O)c1cccnc1 (configuration not stated)	108	117	100	97	96	0.0	1	107

Results in AHR activator, LAP4 TOR yeast and Efflux pump mplx, for some of the entries so far:
SMILES	AHR activator	LAP4 TOR yeast	Efflux pump mplx
Cc1ccc(NC(=O)Cn2ccsc2=N)cc1S(=O)(=O)N(C)C	-1	101	0.0
C=CCn1c(SCc2cccc(F)c2)nc2cc(C(=O)N3CCC(C(N)=O)CC3)ccc2c1=O	-2	96	-0.2

Further records follow.
SMILES	CR mimetic SO	LAP4 TOR yeast	CIT2-GFP yeast	RPL19A TOR yeast	MEP2 TOR yeast	Efflux pump mplx	AHR activator	AGP1 TOR yeast
CN(C)S(=O)(=O)N(CC(=O)NCCSCc1ccc(Cl)cc1)c1ccccc1	93	109	97	99	103	0.2	3	108
COc1ccc(N2CCN(C(=O)COC(=O)c3ccc(-n4nc(C)cc4C)cc3)CC2)cc1	99	103	84	93	94	0.1	2	92
C=CCSc1nnc(-c2cc(C(C)(C)C)nn2Cc2ccc(F)cc2)n1C	103	/	/	102	96	-0.1	3	/
C=CCc1cccc2cc(C(=O)N3CCOCC3)c(=O)oc12	99	102	105	99	99	-0.1	2	99
O=C(NCCc1ccc(Cl)cc1)c1ccc(CS(=O)Cc2ccc(Cl)cc2)o1 (configuration not stated)	111	99	101	100	100	0.0	2	100
COCCN1C(=O)c2ccccc2C(C(=O)Nc2ccc3c(c2)OCCO3)C1c1ccc(F)cc1 (configuration not stated)	97	103	95	100	104	0.1	-1	100
CCOC(=O)c1cnc2cc(C)nn2c1C	98	106	97	99	104	0.1	3	99
Cc1ccc(C(=O)NC(=S)Nc2ccccc2C(F)(F)F)c(C)c1	81	95	92	92	95	0.2	1	/
CN1CCN(c2nc(NCc3ccco3)nc(N)c2[N+](=O)[O-])CC1	104	98	92	94	94	0.0	-2	102
Cc1c(CNC2CCC(C)CC2)c(C(=O)O)c(C)n1Cc1ccccc1 (configuration not stated)	110	90	99	99	97	-0.1	0	103
Cc1ccc(OCCn2cc(/C(N)=N/O)c3ccccc32)cc1C	94	104	95	96	98	0.0	3	97
Clc1ccc(OCCCCCN2CCCC2)c(Br)c1	100	91	102	105	104	0.1	-1	97
Nc1c(C(=O)O)sc2nc(-c3ccc(F)cc3)cc(-c3ccccc3)c12	105	104	106	97	107	0.1	19	98
Cn1cccc1C(=O)NC(=O)CSc1nnc(C2CC2)n1-c1ccccc1	155	99	95	96	101	0.1	7	104
CN(C)S(=O)(=O)N1CCN(c2ccc(Cl)cc2)CC1	105	94	99	101	104	0.0	1	99
NC(=S)N/N=C/c1ccc(-c2cc(Cl)cc(Cl)c2)o1	120	107	90	92	104	-0.1	17	91
N#CCc1nn(-c2ccccc2)c2ncnc(N)c12	88	106	102	99	103	-0.1	8	105
CC(/C=N/NC(=O)Cc1cc(=O)[nH][nH]1)=C\c1ccccc1	83	112	117	106	114	0.0	-1	112
Cc1nn(Cc2ccc(C(=O)N3N=C(C(F)F)CC3(O)C(F)F)cc2)c(C)c1[N+](=O)[O-] (configuration not stated)	72	94	98	96	98	0.0	2	100
Cc1ccc(C2=N/C(=C\N3CCCCC3)C(=O)O2)cc1	109	105[may fluoresce violet]	?	63[may fluoresce violet]	184*[may fluoresce violet]	-0.1	-1	?
CCOC(=O)CN1C(=O)C(CC)Oc2ccc(Cl)cc21 (configuration not stated)	84	100	102	105	110	-0.1	0	108
Cc1cccc(NC(=O)N2CCC(NC(=O)c3ccccc3C)CC2)c1	104	104	94	98	97	-0.1	2	99
CC1CC(C)CN(C(=O)c2ccc(CSc3nc4ccncc4[nH]3)cc2)C1 (configuration not stated)	104	98	99	101	109	0.1	0	97
Cc1ccc2c(c1)C1CC(C)(O2)N(c2cccc(C(=O)NCc3ccccn3)c2)C(=O)N1 (configuration not stated)	100	86	91	95	99	0.0	2	94
COc1cc(/C=N/NC(=O)c2cccnc2)ccc1OC(=O)c1cccc(Br)c1	99	95	110	101	103	-0.3	19	105
Remaining list, next part.
SMILES	CR mimetic SO	LAP4 TOR yeast	CIT2-GFP yeast	RPL19A TOR yeast	MEP2 TOR yeast	Efflux pump mplx	AHR activator	AGP1 TOR yeast
CC12C=CC3(O1)C(C(=O)N(c1cccnc1)C3C(=O)NC1CCCCC1)C2C(=O)Nc1ccccc1 (configuration not stated)	103	104	100	100	103	0.1	0	103
O=C(O)C1(NS(=O)(=O)c2ccc(Cl)cc2)CCCCC1	110	98	112	104	102	-0.1	0	95
O=C(COC(=O)CCS(=O)(=O)c1ccc(Cl)cc1)Nc1ncc(Cl)cc1Cl	107	84	90	90	84	0.0	0	86
S=C(Nc1ccc2nsnc2c1)N1CCCCCC1	104	104	92	95	99	-0.2	1	92
O=C(Nc1ccc(CN2CCCCC2)cc1)c1cc(Br)ccc1Cl	110	94	105	100	106	0.0	2	101
O=C(COc1ccccc1)Nc1ccc2oc(=O)ccc2c1	94	107	100	99	107	-0.3	-3	101
COc1ccc(-n2nnnc2S(=O)(=O)Cc2ccc(C(=O)O)cc2)cc1	110	103	73	91	78	0.2	3	95
O=C1CNC(=S)N1Cc1cccc(Cl)c1	106	90	90	96	99	0.1	2	87
COC(=O)C1=CN(Cc2ccccc2)C=C(C(=O)OC)C1c1cc(F)ccc1F	83	82	97	99	97	0.1	0	83
Cc1nn(C)cc1/C=N\NC(=O)c1ccc(Cn2cc(Cl)cn2)cc1	72	?	?	?	?	0.0	3	?
COc1ccc(C2CC(c3cccs3)=NN2S(C)(=O)=O)cc1 (configuration not stated)	104	94	97	103	104	0.2	6	105
CC(=O)NC(=S)Nc1ccc(NC(=O)COc2ccc(C(C)C)cc2)cc1	87	95	103	104	103	0.2	8	100
COc1ccc(S(=O)(=O)NCCc2ccccc2)cc1	108	105	105	103	101	0.0	6	103
O=C(Nc1ccc([N+](=O)[O-])cc1)Nc1ccc(OC(F)F)c(Cl)c1	131	113	105	106	100	0.0	-2	101
CC(C)OC(=O)CC12CN3CN(C1)CC(CC(=O)OC(C)C)(C3)C2=O	94	108	107	106	108	0.0	1	104
CC(C)(C)C(=O)NCCc1nc(-c2ccccc2)no1	94	97	99	100	106	-0.1	2	108
CCOc1ccccc1/C=C/C(=O)NCC(=O)N1CCC(N(C)C2CCCCC2C)CC1 (configuration not stated)	111	93	100	103	108	0.2	8	100
O=C(OC1CCCCC1)c1ccc(NC(=O)C2CCCCC2)cc1	92	109	101	103	103	-0.1	1	101
C#CCOCCOCCOCCNc1nc(N2CCN(C(=O)CCCCCCCCCCNC(=O)[C@H](CO)n3cc(CCCSC)nn3)CC2)nc(N2CCN(C(=O)CCCCCCCCCCNC(=O)[C@H](CCCCN)n3cc(C[C@@H](C)CC)nn3)CC2)n1	105	120	84	83	103	0.3	0	85
CCC(=O)Nc1cccc(NC(=O)CSc2nnnn2C2CCCC2)c1	95	93	100	92	95	1.2	1	97
N#Cc1nc(-c2ccc(F)cc2)oc1N1CCCC1	117	93	103	94	105	-0.2	2	93
Cc1nn(Cc2ccccc2Cl)c2sc(C(=O)NC(C)(C)C)cc12	99	93	89	90	101	0.2	15	90
CCN(CC)c1ccc(CC(=O)NC(C)Cc2ccccc2)cc1 (configuration not stated)	100	94	100	97	100	-0.1	4	94
CCOC(=O)C1=C(C)NC2=C(C(=O)C(C(=O)OC)C(C)C2)C1c1ccc(OC)c(O)c1 (configuration not stated)	94	96	101	102	108	-0.1	-2	110
Cc1c(O)c(CN2CCCC2)cc2c1oc(=O)c1ccccc12	70	88	97	90	90	0.5	22	88
More entries.
SMILES	CR mimetic SO	LAP4 TOR yeast	CIT2-GFP yeast	RPL19A TOR yeast	MEP2 TOR yeast	Efflux pump mplx	AHR activator	AGP1 TOR yeast
COc1ccc(NC(=O)c2cc3c(Cl)nc4ccccc4c3s2)c(OC)c1	109	79	91	105	100	-0.1	0	85
COc1ccc(CNC(=O)c2cc(C(=O)C3CC3)c[nH]2)cc1	104	95	113	102	105	0.0	20	99
O=C(COc1ccc2c(c1)C(=O)CC1(CCCCC1)O2)NCc1ccccn1	125	111	103	105	107	0.2	0	105
Cn1c(=O)n(C)c2cc([N+](=O)[O-])c(N3CCN(C(=O)c4cccc(F)c4)CC3)cc21	95	98	99	97	92	0.0	3	92
COc1ccccc1Oc1c(C)oc2c(CN3CCN(C)CC3)c(O)ccc2c1=O	95	99	98	102	105	0.1	-2	104
CC1(C)Cc2c(sc(NC(=O)C(=O)NCCCN3CCOCC3)c2C#N)CO1	97	92	98	93	105	-0.1	2	99
